NOD1 NF-kB reporter – NOD1 signaling inhibitors, primary screen, cell-based, luminescence, uHTS (AID 1578); NOD1-driven NF-kB luciferase reporter cells, luminescence; higher % means a stronger effect; inhibition, % at 4 µM, or EC50 in µM where a hit was titrated; 290,000 tested, 1% active; in the data active means inhibition mostly above about 36%, no sharp cut-off; inactive means mostly below about 34%;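 further: HEK-293T reporter cells stimulated with the NOD1 agonist gamma-tri-DAP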
KOR beta-arrestin-1 – KOR agonists, beta-arrestin recruitment, primary screen, cell-based, luminescence, uHTS (AID 1777); KOR beta-arrestin recruitment, luminescence; higher % means a stronger effect; activation, % at 10 µM; hits with a dose series show EC50 in µM; 280,000 tested, 0.02% active; in the data active means activation above about 50%, passing the limit was not always enough; further: a part of the inactive calls stands beside numbers as strong as those of hits
TNAP activators – stimulation of alkaline phosphatase TNAP activity – biochemical, luminescent, no phosphate acceptor, uHTS, primary screen (AID 1001); one-dose activation fold at 20 µM; EC50 in µM for titrated hits; 200,000 tested, 0.03% active; purified TNAP, luminescent activation assay, no phosphate acceptor; higher activation fold means a stronger effect; in the data active means activation fold from about 3, or a potency from the dose series; inactive means the rest, 99 in 100 with activation fold below about 1.6; further: many of its hits are not listed in these tables
human PMI inhibition – inhibitors of human PMI, primary screen, biochemical, fluorescence intensity, coupled assay (AID 1209); purified PMI enzyme, coupled fluorescence intensity; higher % means a stronger effect; inhibition, % at 20 µM; hits with a dose series show IC50 in µM; 190,000 tested, 0.42% active;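 further: plate controls were DMSO vehicle for no effect and wells lacking substrate for full effect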
XIAP displacement – small molecules displacing peptide from XIAP – biochemical, IAP family, fluorescence polarization (AID 1018); XIAP BIR domain, fluorescence polarization peptide displacement; higher % means a stronger effect; 200,000 tested, 0.007% active; one-dose displacement, % at 20 µM; IC50 in µM for titrated hits; in the data active means displacement above about 50%; further: a part of the inactive calls stands beside numbers as strong as those of hits
HEK293 NOD2/NF-kB – inhibition of NOD2-driven NF-kB reporter – cell-based, luminescence, uHTS, HEK293 (AID 1566). HEK293 NOD2/NF-kB luciferase reporter, luminescence; higher % means a stronger effect. inhibition, % at 4 µM, or EC50 in µM where a hit was titrated. 290,000 tested, 0.63% active; further: many of its hits are not listed in these tables
PMI inhibition – MPI inhibition at elevated mannose 6-phosphate – biochemical, fluorescence intensity, high mannose 6-phosphate, primary screen (AID 1220); recombinant PMI enzyme, coupled fluorescence intensity; higher % means a stronger effect; 190,000 tested, 0.66% active; inhibition, % at 20 µM; hits with a dose series show IC50 in µM
LYP phosphatase – PTPN22 lymphoid phosphatase activity blockers – biochemical, fluorescence intensity, uHTS (AID 1779) | recombinant LYP phosphatase, fluorescence intensity; higher % means a stronger effect | one-dose inhibition, % at 11.5 µM; IC50 in µM for titrated hits | 290,000 tested, 0.054% active;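 further: plate controls were vehicle with enzyme for no effect and no enzyme for full effect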
KOR beta-arrestin-2 – kappa opioid receptor blockers – cell-based, luminescence, uHTS (AID 1778); KOR beta-arrestin recruitment, luminescence, antagonist mode; higher % means a stronger effect; inhibition, % at 10 µM, or IC50 in µM where a hit was titrated; 290,000 tested, 0.091% active; further: strong numbers were not always called active
An asterisk follows results filed as active; . = no result given; [ ] = remark or other dose. Unless noted, no stated cut-off is given here; in the data, active means inhibition above about 50%; inactive means the rest.

No. | Structure | NOD1 NF-kB reporter | KOR beta-arrestin-1 | TNAP activators | human PMI inhibition | XIAP displacement | HEK293 NOD2/NF-kB | PMI inhibition | LYP phosphatase | KOR beta-arrestin-2
1 | CC1CCN(C(=O)C2Cc3ccccc3CN2S(=O)(=O)c2ccc(F)cc2)CC1 (stereo not given) | -7% | -2.0% | 1 | 0% | -3.3% | 8% | 4% | 1% | 6%
2 | CCN(CC)S(=O)(=O)c1ccc(/C=C/C(=O)OCC(=O)N(C(C)C)C(C)C)cc1 | -20% | -4.0% | 1 | 1% | -4.3% | 14% | 5% | -4% | -3%
3 | O=C(CN1CCN(C2CCCCC2)CC1)c1ccc2cc[nH]c2c1 | -8% | -7.4% | 1.1 | -36% | -2.8% | 6% | -18% | 1% | 20%
4 | CCN(CC)S(=O)(=O)c1cccc(-c2n[nH]c(=S)n2/N=C/c2ccc(OC)cc2)c1 | -14% | 8.6% | 2 | 18% | -2.9% | -3% | 16% | 5% | -32%
5 | Cc1ccc(/C=C(\NC(=O)c2ccccc2)C(=O)N2CCCC2C(=O)O)cc1 (stereo not given) | -28% | -1.3% | 1.1 | -2% | -3.1% | 8% | 3% | 2% | -7%
6 | O=C1C2CCCCN2C(=O)N1CCCN1CCN(c2ccc(F)cc2)CC1 (stereo not given) | -39% | 1.0% | . | . | . | -4% | . | -12% | -5%[20 µM]
7 | COc1nn(CC(=O)N2N=C(C)CC2(O)C(F)F)cc1[N+](=O)[O-] (stereo not given) | -20% | -3.5% | 1.1 | -9% | -2.8% | 12% | -10% | -6% | -31%
8 | COc1ccc(NC(=O)CN(C)S(=O)(=O)c2ccccc2)c([N+](=O)[O-])c1 | 3% | -0.8% | 1 | 16% | -3.5% | -9% | 20% | -3% | 3%
9 | Cc1ccc(-c2nnn(CC(=O)N(CC3CCCO3)C(C(=O)NC3CCCC3)c3ccc(O)cc3)n2)o1 (stereo not given) | -30% | -3.1% | 1.1 | 2% | -2.8% | 8% | 0% | -2% | -24%
10 | COC(=O)C(C)Sc1nc(NCc2ccccc2)nc(N(C)C)n1 (stereo not given) | -39% | 1.9% | 1.1 | 1% | -10% | 8% | 4% | 0% | -9%
11 | Cc1ccc(C2=Nc3ccccc3NC(C)(c3ccc(C)o3)C2)o1 (stereo not given) | -20% | -2.5% | 1.1 | 28% | -1.0% | -15% | 12% | -2% | 35%
12 | CC(CC(=O)Nc1nccs1)c1ccccc1 (stereo not given) | -29% | -1.2% | . | . | . | 2% | . | -9% | -18%[20 µM]
13 | COC(=O)c1c(NC(=O)COC(=O)CNC(=O)C2CCCCC2)sc(C)c1C | -25% | 1.6% | 1 | -1% | 3.4% | 9% | -1% | -4% | 12%
14 | C(=C\c1ccccc1)/C=N/Nc1nc(N2CCOCC2)nc(N2CCOCC2)n1 | -30% | 0.3% | 1.1 | -1% | -2.3% | 0% | -10% | 7% | -14%
15 | Cc1ccc(C)c(CSc2nc(-c3ccco3)nc3c2c(=O)n(C)c(=O)n3C)c1 | -15% | 1.3% | 1.1 | 6% | -5.5% | -2% | 3% | 4% | -3%
16 | Cc1ccc2nc(N(CCCN(C)C)C(=O)c3ccc(S(=O)(=O)N4CCCCCC4)cc3)sc2c1 | -22% | -0.4% | . | . | . | 0% | . | -10% | -28%
17 | CC1=CC(C)(C)NC(=S)N1C(C)c1ccccc1 (stereo not given) | -7% | -3.1% | . | . | . | -6% | . | 3% | -5%
18 | O=C(Nc1ccc(C(=O)O)cc1)Nc1ccc([N+](=O)[O-])cc1 | -6% | -5.0% | . | . | . | 10% | . | -4% | 12%
19 | Cc1ccc(S(=O)(=O)NCC2CCC(C(=O)N3CCN(C)CC3)CC2)cc1 (stereo not given) | -12% | 0.0% | . | . | . | 10% | . | -7% | 29%
20 | CC(C)N(Cc1nc(-c2ccccc2)no1)C(=O)c1ccc2c(c1)OCO2 | -4% | 2.7% | 1 | 8% | -0.1% | -4% | 10% | 1% | 36%
21 | Cc1n[nH]c(=S)n1/N=C/c1ccccc1OCc1ccc(Cl)cc1 | -40% | 6.2% | 0.9 | -9% | -4.6% | -20% | -4% | -1% | -37%
22 | CCCCc1cc(=O)oc2c(C)c(OCC(=O)N3CCC(C(N)=O)CC3)ccc12 | 0% | . | . | . | . | 22% | . | -6% | 1%[20 µM]
23 | O=C(c1coc(=O)c(Br)c1)N1CCCc2ccccc21 | 19% | 2.7% | 0.9 | -19% | -7.7% | 17% | 24% | -7% | 1%
24 | COC(=O)c1ccc(OCC(=O)N2CCCc3ccccc32)cc1 | -8% | -2.8% | . | . | . | 4% | . | -3% | -18%
25 | O=C1Cc2cc(S(=O)(=O)NCc3ccccc3Cl)cc3c2N1CCC3 | -27% | -0.4% | . | . | . | 8% | . | -4% | -13%
26 | Cc1ccc(C)c2c1cc(C)c1nnc(SCC(=O)Nc3nc4c(s3)CCCC4)n12 | -8% | 1.1% | 1.1 | 5% | -1.8% | 12% | -4% | -2% | 8%
27 | CCN(c1ccccc1)S(=O)(=O)c1cnc[nH]1 | -22% | 1.9% | 1 | 3% | -3.5% | -4% | 7% | 0% | 0%
28 | Nc1n[nH]c2ccccc12 | -36% | 3.2% | 1.1 | -4% | -2.3% | 11% | -8% | -4% | -32%
29 | COc1cc(C(CCN2CCN(c3ccccc3)CC2)c2c(OC)cc(OC)c3ccc(=O)oc23)cc(OC)c1OC (stereo not given) | -3% | -6.1% | . | . | . | 0% | . | -6% | 24%
30 | CN1CCN(NC(=O)c2cc(-c3cccc(Cl)c3)nc3ccccc23)CC1 | -16% | -4.8% | 1.1 | -3% | 1.2% | 8% | -2% | -9% | 12%

The results go on:
No. | Structure | NOD1 NF-kB reporter | KOR beta-arrestin-1 | TNAP activators | human PMI inhibition | XIAP displacement | HEK293 NOD2/NF-kB | PMI inhibition | LYP phosphatase | KOR beta-arrestin-2
31 | COc1cc(OC)cc(C(=O)Nc2cc(C)on2)c1 | -33% | -1.6% | . | . | . | 3% | . | -8% | -44%[20 µM]
32 | CSCCC(NC(=O)c1ccc(Cl)cc1)C(=O)OCC(=O)Nc1cc(Cl)ccc1C (stereo not given) | -10% | 3.9% | 1.2 | 11% | -3.0% | 24% | 4% | -3% | -8%
33 | CC1=C(c2ccc(C)cc2)S(=O)(=O)N(CC(=O)O)C1=O | -4% | 6.4% | 1 | -4% | -6.8% | 12% | -14% | 0% | 16%
34 | O=C(Cn1c(=O)oc2cc(S(=O)(=O)N3CCCC3)ccc21)N1CCN(C2CCCCC2)CC1 | 9% | -4.2% | 1.1 | -9% | -0.9% | 7% | -3% | -1% | 28%
35 | CC(C)c1ccc(N2C(=O)CC(Sc3ncn[nH]3)C2=O)cc1 (stereo not given) | 14% | -0.2% | 1.5 | . | -4.5% | -5% | 22% | 0% | 1%
36 | Cc1cc(C=C2C(=O)c3ccccc3C2=O)c(C)n1-c1ccc(Cl)cc1 | 14% | 11% | 1.1 | 12% | -5.1% | 19% | 0% | 4% | -20%
37 | Cn1c(-c2ccc3c(c2)OCO3)cnc1NCc1cccc(Cl)c1 | -6% | 5.3% | 1 | 1% | -5.4% | 10% | 4% | 6% | -6%
38 | CCOc1ccccc1N(C)C(=O)C1CCN(S(=O)(=O)c2cccc3nonc23)CC1 | 3% | 2.7% | 1.1 | -3% | -4.5% | 9% | -2% | -8% | -18%
39 | Cc1cc(NC(=O)CSc2nnc(-c3ccccc3Cl)o2)no1 | -4% | 1.9% | . | . | . | -5% | . | -5% | -15%
40 | C=C1CCC[C@]2(C)C[C@H]3OC(=O)C(CN4CCOCC4)[C@H]3C[C@@H]12 (stereo not given in full) | 2% | -1.5% | . | . | . | 18% | . | -6% | 12%
41 | CC(NC(=O)Cc1ccc(S(=O)(=O)N2CCOCC2)s1)c1ccc(Cl)cc1Cl (stereo not given) | -8% | 5.3% | . | . | . | 16% | . | -9% | -26%
42 | Cc1cccc(NC(=S)NCCC(c2ccccc2)c2ccccc2)c1 | 7% | 4.6% | 2.5 | 4% | -2.6% | 13% | 12% | 1% | 16%
43 | c1cn2c(NC3CCCC3)c(-c3ccc(N4CCOCC4)cc3)nc2cn1 | -41% | 0.5% | 1 | -1% | -4.3% | -1% | 7% | -5% | 27%
44 | O=C(COC(=O)c1ccc2c(c1)OCO2)NC1CCS(=O)(=O)C1 (stereo not given) | 16% | 2.0% | 1.2 | -11% | -0.9% | -9% | -4% | -5% | 4%
45 | COC1=C(C)C(O)=C(C(=O)/C=C/c2ccccc2)C(=O)C1(C)C | 1% | . | . | . | . | -140% | . | -2% | 23%
46 | CCOC(=O)c1c(C)[nH]c(C(=O)CN2C(=O)NC3(CCCC3)C2=O)c1C | -8% | 4.6% | . | . | . | -14% | . | 1% | -16%
47 | O=C(CCSc1ccccc1)NC(=O)COC(=O)c1ccc(OC(F)F)cc1 | -14% | 0.9% | 1.1 | 13% | -5.2% | 16% | 12% | 2% | -26%
48 | Cc1ccc(NC(=O)CCn2c(=O)oc3ccccc32)cc1 | -27% | 5.0% | 1.1 | -6% | -5.5% | 1% | -11% | -6% | -42%
49 | O=C(c1ccco1)N1CCN(C(=O)c2cnn3cccnc23)CC1 | -10% | -2.4% | 1.1 | 0% | -5.3% | 1% | -11% | -2% | 6%
50 | O=S(=O)(NCc1ccc2c(c1)OCO2)c1cccc2cccnc12 | -6% | 3.4% | 1 | 8% | -9.0% | 2% | 2% | 3% | -6%
51 | CC1CC(C)CN(S(=O)(=O)c2cccc3nonc23)C1 (stereo not given) | -16% | 5.8% | . | . | . | 4% | . | -11% | 4%
52 | Cc1ccc(N2CC(C(=O)Nc3nnc(SCc4cccnc4)s3)CC2=O)cc1 (stereo not given) | -19% | 0.5% | . | . | . | -8% | . | -5% | -16%
53 | O=C(Nc1cccc(-c2csc(Nc3ccc(Cl)cc3)n2)c1)c1ccccc1 | 1% | 7.8% | . | . | . | -32% | . | -5% | -40%
54 | FC(F)(F)c1cccc(N2CCN(CC3CC=CCC3)CC2)c1 (stereo not given) | -4% | 5.0% | 1.1 | -5% | -13% | -15% | -2% | -1% | 20%
55 | COc1ccc(OCC(=O)Nc2ncc3c(n2)CC(C)(C)CC3=O)cc1 | -9% | -4.8% | 1.1 | 7% | -4.4% | 3% | 6% | -6% | 24%
56 | Cc1ccc2nc(SCC(=O)N3CCN(C(=O)c4ccco4)CC3)[nH]c2c1 | 3% | 1.0% | 1.2 | 13% | -4.7% | -2% | 6% | 0% | 4%
57 | CCCc1cc(=O)[nH]c(SCc2cc(=O)oc3c(C)c(C)ccc23)n1 | -10% | -2.9% | 1.2 | 8% | 0.5% | 22% | -4% | 3% | -7%
58 | NC(=NCc1ccco1)NC(=O)c1ccc(Cl)cc1 | -60% | 2.8% | . | . | . | -41% | . | -6% | -37%
59 | CC(=O)Nc1ccc(S(=O)(=O)NCC(=O)NCCc2ccc(S(N)(=O)=O)cc2)cc1 | -40% | -1.7% | 0.8 | 19% | -4.0% | -5% | 8% | -5% | -9%
60 | COC(=O)c1ccc(OC(=O)CCN2c3ccccc3Sc3ccccc32)cc1 | -22% | 0.9% | 1 | 11% | -6.8% | -5% | 0% | -2% | 27%
61 | CC(NCCC(c1ccccc1)c1ccccc1)c1ccccc1 (stereo not given) | 5% | -1.4% | 1.1 | 7% | -6.2% | 20% | 5% | -6% | -19%

High-throughput results as filed in PubChem BioAssay.

Some of the compounds tested. The share of hits here may be higher or lower than overall.
